C diff HTS – C. difficile growth inhibitors, primary screen, HTS; 0.25% of 86,000 active; Clostridium difficile clinical isolate growth, OD600, 24 h; active compounds read low; AID 1259249, 2017; growth activity, negative = inhibition, % at 16 µg/mL (by protocol);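 active = mean growth activity at or below -80% and every replicate also at or below -80%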;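 note: 0% = DMSO wells and -100% = levofloxacin 16 µg/mL wells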
KDM4C inh – inhibitors of GASC-1 (KDM4C) histone demethylase, primary screen, biochemical, single concentration HTS; AID 720574, 2013; Lysine-specific demethylase 4C (Homo sapiens), Q9H3R0; inhibition, % at 12.5 µM; GST-KDM4C 2-372, H3K9me3 peptide, LANCE TR-FRET; 0.15% of 96,000 active;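 active = mean replicate inhibition above about 25%, with at least 55% of replicates also reaching it, limit read from the data, passing the limit was not always enough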
Target sequence (Q9H3R0 2-372 limits assumed): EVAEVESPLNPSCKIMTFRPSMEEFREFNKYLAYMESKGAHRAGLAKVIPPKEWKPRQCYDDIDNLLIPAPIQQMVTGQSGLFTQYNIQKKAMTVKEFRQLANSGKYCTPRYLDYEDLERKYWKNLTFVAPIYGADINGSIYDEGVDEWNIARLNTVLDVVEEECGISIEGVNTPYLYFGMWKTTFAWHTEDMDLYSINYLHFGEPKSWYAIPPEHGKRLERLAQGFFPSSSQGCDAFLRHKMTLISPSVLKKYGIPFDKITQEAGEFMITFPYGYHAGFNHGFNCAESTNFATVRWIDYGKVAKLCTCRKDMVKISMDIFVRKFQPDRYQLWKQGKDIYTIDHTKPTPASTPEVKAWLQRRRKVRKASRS
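reagent = H3K9me3 peptide substrate, Fe(II), 2-oxoglutarate | system = GST-tagged GASC-1 (JMJD2C) catalytic fragment, aa 2-372 | amount = enzyme final amount 10 nM | read-out = Fall in 671/618 emission ratio as inhibition | medium = HEPES buffer, pH 7.5, plus ascorbate | schedule = 30 min reaction, 60 min detection, RT | measured by = LANCE TR-FRET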
Pf Dd2 growth – P. falciparum Dd2 growth inhibitors, primary screen, SYBR Green fluorescence, single dose replicates. 72 h; active compounds read low. activity change, % at 10 µM. 2.3% of 94,000 active. AID 1159554, 2015; in the data active = activity change below about -80%
Tcruzi prolif – T. cruzi intracellular proliferation inhibitors, primary screen, cell-based, beta-gal Tulahuen parasites, NIH3T3 host, luminescence; inhibition, % at 8.34 µM; 5.9% of 77,000 active; T. cruzi beta-gal in NIH3T3, GalScreen luminescence, 90 h;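 active = mean inhibition above about 93%, with at least 55% of replicates each passing it, limit read from the data, passing the limit was not always enough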
* = called active by the depositor; & = joins results of further samples. Compounds were not picked by outcome. Share with any hit: about 7.2%.

`COc1ccc(CN(C)C[C@H]2OCCCC[C@@H](C)Oc3ccc(NS(=O)(=O)c4ccc(OC)cc4)cc3C(=O)N([C@H](C)CO)C[C@H]2C)cc1` gave C diff HTS -6, KDM4C inh -1.7 and Pf Dd2 growth -87*.
Screening O=C(Nc1ccc(F)cc1)N[C@@H]1CC[C@H](CCNC(=O)c2cc(Cl)cc(Cl)c2)O[C@@H]1CO returned C diff HTS -12, KDM4C inh -1.6, Pf Dd2 growth -28 and Tcruzi prolif 36.
For CCCC#Cc1cnc2c(c1)C(=O)N([C@H](C)CO)C[C@@H](C)[C@@H](CN(C)Cc1ccc(C(=O)O)cc1)O2 the results were C diff HTS -7, KDM4C inh 1.4, Pf Dd2 growth 6 and Tcruzi prolif -16.
Screening C[C@H](CO)N1C[C@H](C)[C@H](CN(C)C(=O)c2cccnc2)Oc2ncc(C#CCN(C)C)cc2C1=O returned C diff HTS -3, KDM4C inh 3.5, Pf Dd2 growth -19 and Tcruzi prolif 15.
For O=C(Cc1ccncc1)Nc1ccc2c(c1)[C@H]1C[C@@H](CC(=O)NC3CCCC3)O[C@@H](CO)[C@H]1O2 the results were KDM4C inh -1.4, Pf Dd2 growth 4 and Tcruzi prolif 6.
For CC(C)NC(=O)Nc1ccc2c(c1)C(=O)N([C@H](C)CO)C[C@H](C)[C@H](CN(C)C(=O)Nc1ccc(C(F)(F)F)cc1)OCCCC[C@H](C)O2 the results were C diff HTS 2, KDM4C inh 18, Pf Dd2 growth -24 and Tcruzi prolif 91.
Screening C[C@H]1CN([C@@H](C)CO)C(=O)Cc2cc(NC(=O)NC3CCCCC3)ccc2O[C@H]1CN(C)Cc1ccc(Oc2ccccc2)cc1 returned C diff HTS 36, KDM4C inh -1.1, Pf Dd2 growth -17 and Tcruzi prolif 75.
CCNC(=O)C[C@H]1CC[C@H]2[C@@H](COC[C@@H](O)CN2Cc2ccncc2)O1 was read as C diff HTS -4&-7, KDM4C inh 4.0 and Tcruzi prolif 2.
`CCOC(=O)c1cc2c(c(-c3cccc(C#CCN(C)C)c3)n1)[C@@H](CCO)N(S(=O)C(C)(C)C)C2` (some centres undefined) gave KDM4C inh -1.1, Pf Dd2 growth -2 and Tcruzi prolif 50.
COc1ccc(-c2ccc([C@@H]3[C@@H](CO)N4CCCCN(C(=O)NC(C)C)C[C@H]34)cc2)cc1 was read as C diff HTS -2, KDM4C inh 1.0, Pf Dd2 growth 16 and Tcruzi prolif 73.

The last 2 entries of the section above come first, to join the parts:
`CCOC(=O)c1cc2c(c(-c3cccc(C#CCN(C)C)c3)n1)[C@@H](CCO)N(S(=O)C(C)(C)C)C2` (some centres undefined) gave KDM4C inh -1.1, Pf Dd2 growth -2 and Tcruzi prolif 50.
COc1ccc(-c2ccc([C@@H]3[C@@H](CO)N4CCCCN(C(=O)NC(C)C)C[C@H]34)cc2)cc1 was read as C diff HTS -2, KDM4C inh 1.0, Pf Dd2 growth 16 and Tcruzi prolif 73.
Cc1noc(C)c1NC(=O)Nc1ccc2c(c1)C(=O)N([C@H](C)CO)C[C@@H](C)[C@H](CN(C)S(=O)(=O)c1cccs1)OCCCC[C@@H](C)O2 was read as C diff HTS 2, KDM4C inh 2.6, Pf Dd2 growth -26 and Tcruzi prolif 29.
`COc1ccc(CN(C)C[C@H]2OCCCC[C@H](C)Oc3ccc(NC(=O)CCCN(C)C)cc3C(=O)N([C@H](C)CO)C[C@H]2C)cc1` gave C diff HTS -1, KDM4C inh 2.6, Pf Dd2 growth -36 and Tcruzi prolif -16.
Screening Cc1ccccc1S(=O)(=O)N1C[C@@H](O)COC[C@H]2O[C@H](CC(=O)N3CCOCC3)CC[C@@H]21 returned KDM4C inh 0.2, Pf Dd2 growth 8 and Tcruzi prolif 9.
`C[C@H]1CN([C@@H](C)CO)C(=O)Cc2cc(NC(=O)C3CC3)ccc2O[C@@H]1CN(C)C(=O)Nc1ccccc1` gave C diff HTS -2, KDM4C inh -0.8 and Pf Dd2 growth 15.
Screening O=C(N[C@H]1CC[C@@H](CCNC(=O)C2CCCC2)O[C@@H]1CO)c1ccncc1 returned C diff HTS 1, KDM4C inh 4.5 and Pf Dd2 growth -6.
`CCNC(=O)Nc1ccc2c(c1)C(=O)N(C)[C@H]1CC[C@@H](CC(=O)NCc3ccccc3F)O[C@H]1CO2` gave C diff HTS 0, KDM4C inh -0.2, Pf Dd2 growth -5 and Tcruzi prolif 3.
Screening C[C@@H]1CN([C@H](C)CO)C(=O)c2cc(Br)cnc2O[C@H]1CN(C)C(=O)Nc1ccccc1 returned C diff HTS -1, KDM4C inh -0.7, Pf Dd2 growth 15 and Tcruzi prolif 11.
`O=C(Nc1ccc2c(c1)[C@H]1C[C@H](CC(=O)N3CCc4ccccc4C3)O[C@H](CO)[C@H]1O2)c1ccc2c(c1)OCO2` gave C diff HTS -8, KDM4C inh -1.9, Pf Dd2 growth -41 and Tcruzi prolif 75.
`COc1ccc2c3c(n(C)c2c1)[C@H](CO)N(C(=O)c1cccnc1)CC31CCN(C)CC1` gave C diff HTS 1, KDM4C inh 0.3 and Pf Dd2 growth 28.
Screening CC(C)NC(=O)Nc1ccc2c(c1)C(=O)N([C@H](C)CO)C[C@@H](C)[C@@H](CN(C)C(=O)NC(C)C)OCCCC[C@@H](C)O2 returned C diff HTS -5, KDM4C inh 9.7, Pf Dd2 growth 24 and Tcruzi prolif 32.
`C[C@@H]1CCCCO[C@@H](CN(C)CC2CCCCC2)[C@H](C)CN([C@@H](C)CO)C(=O)c2cc(NC(=O)Nc3cccc4ccccc34)ccc2O1` gave C diff HTS 2, KDM4C inh -3.0, Pf Dd2 growth -79 and Tcruzi prolif 117.
Screening Cc1noc(C)c1NC(=O)N[C@H]1C=C[C@@H](CC(=O)Nc2ccc(-c3ccccc3)cc2)O[C@@H]1CO returned KDM4C inh -2.3, Pf Dd2 growth -6 and Tcruzi prolif -20.
Screening CCC(=O)Nc1ccc2c(c1)C(=O)N(C)C[C@H](OC)[C@H](C)CN(C(=O)CC)[C@@H](C)CO2 returned KDM4C inh 0.9, Pf Dd2 growth -4 and Tcruzi prolif 26.
`C[C@@H]1CN([C@@H](C)CO)S(=O)(=O)c2ccc(-c3cccnc3)cc2O[C@@H]1CN(C)C(=O)c1cccc(F)c1` gave C diff HTS -1, KDM4C inh 0.5, Pf Dd2 growth -9 and Tcruzi prolif 23.
CN1C(=O)c2cc(NS(=O)(=O)c3ccc(Cl)cc3)ccc2OC[C@H]2O[C@H](CC(=O)O)CC[C@H]21 was read as C diff HTS -4, KDM4C inh 1.3, Pf Dd2 growth 21 and Tcruzi prolif -8.
Screening CC(=O)N1CC(=O)N2[C@H](CO)[C@H](c3ccc(C#CC(C)C)cc3)[C@@H]2C1 returned C diff HTS -7, KDM4C inh 5.6 and Pf Dd2 growth 23.
COc1ccc(CN(C)C[C@@H]2OCCCC[C@H](C)Oc3ccc(NC(=O)NC(C)C)cc3C(=O)N([C@H](C)CO)C[C@H]2C)cc1 was read as C diff HTS 3, KDM4C inh 10 and Tcruzi prolif 20.
Screening COc1ccc(S(=O)(=O)N[C@@H]2CC[C@H](CCn3cc(-c4ccccc4F)nn3)O[C@@H]2CO)cc1 returned C diff HTS -1, KDM4C inh -1.1, Pf Dd2 growth -92* and Tcruzi prolif 12.
For CO[C@H]1CN(C)C(=O)c2ccc(NC(=O)Nc3ccc(Cl)c(Cl)c3)cc2OC[C@H](C)NC[C@H]1C the results were C diff HTS -97*, KDM4C inh -0.3 and Tcruzi prolif 38.
`COC(=O)C[C@H]1C[C@@H]2c3cc(NC(=O)NC4CCCC4)ccc3O[C@@H]2[C@H](CO)O1` gave KDM4C inh 2.9, Pf Dd2 growth 7 and Tcruzi prolif -28.
Screening C[C@@H]1CN([C@H](C)CO)S(=O)(=O)c2ccc(C#C[C@@H](C)O)cc2O[C@@H]1CN(C)CC1CCOCC1 returned C diff HTS 20, Pf Dd2 growth 16 and Tcruzi prolif 43.
`C[C@H]1CN([C@@H](C)CO)C(=O)CCCn2cc(nn2)CO[C@H]1CN(C)S(=O)(=O)c1ccc(Oc2ccccc2)cc1` gave C diff HTS -2, KDM4C inh 0.2, Pf Dd2 growth -8 and Tcruzi prolif 34.
O=C(NCc1ccccn1)[C@@H]1[C@@H](CO)[C@@H]2Cn3c(cccc3=O)[C@H]1N2CC1CCCCC1 was read as C diff HTS 5, KDM4C inh -2.6, Pf Dd2 growth -13 and Tcruzi prolif 10.
`C[C@H](CO)N1C[C@H](C)[C@@H](CN(C)C(=O)Nc2cccc3ccccc23)OCCCC[C@H](C)Oc2ccc(NS(=O)(=O)c3cn(C)cn3)cc2C1=O` gave C diff HTS -3, Pf Dd2 growth -16 and Tcruzi prolif 3.
`CC(C)CC#Cc1ccc([C@@H]2[C@@H](CO)N3C(=O)CN(C(=O)NC4CCCC4)C[C@@H]23)cc1` gave C diff HTS 46, KDM4C inh 0.5 and Pf Dd2 growth -7.
`CNC[C@H]1Oc2ccc(NC(=O)Cc3ccccc3)cc2C(=O)N([C@H](C)CO)C[C@H]1C` gave C diff HTS 7, KDM4C inh 1.1, Pf Dd2 growth 15 and Tcruzi prolif 60.
Cc1cccc(CN(C)C[C@H]2OCc3cnnn3CCCC(=O)N([C@@H](C)CO)C[C@H]2C)c1 was read as C diff HTS -2, KDM4C inh 2.1, Pf Dd2 growth -6 and Tcruzi prolif 12.
For C[C@@H]1CN([C@@H](C)CO)C(=O)c2cc(NC(=O)c3ccccc3)ccc2O[C@@H](C)CCCCO[C@H]1CN(C)C(=O)Nc1cccc2ccccc12 the results were C diff HTS 0, KDM4C inh -2.2, Pf Dd2 growth -81* and Tcruzi prolif 79.
CO[C@@H]1CN(C)C(=O)c2cc(NC(=O)C3CCOCC3)ccc2OC[C@@H](C)N(Cc2ccc(F)cc2)C[C@H]1C was read as KDM4C inh 1.3, Pf Dd2 growth -18 and Tcruzi prolif -58.
CNC[C@@H]1OCCCC[C@@H](C)Oc2ccc(NC(=O)CCC(F)(F)F)cc2C(=O)N([C@@H](C)CO)C[C@H]1C was read as C diff HTS -2, KDM4C inh 5.6 and Tcruzi prolif -21.

Grouped by structure: the compounds so far containing a CF3 group (2)
For CC(C)NC(=O)Nc1ccc2c(c1)C(=O)N([C@H](C)CO)C[C@H](C)[C@H](CN(C)C(=O)Nc1ccc(C(F)(F)F)cc1)OCCCC[C@H](C)O2 the results were C diff HTS 2, KDM4C inh 18, Pf Dd2 growth -24 and Tcruzi prolif 91.
CNC[C@@H]1OCCCC[C@@H](C)Oc2ccc(NC(=O)CCC(F)(F)F)cc2C(=O)N([C@@H](C)CO)C[C@H]1C was read as C diff HTS -2, KDM4C inh 5.6 and Tcruzi prolif -21.

New compounds follow.
C[C@@H]1CN([C@H](C)CO)C(=O)c2cccc(NC(=O)C3CC3)c2O[C@@H]1CN(C)C(=O)NC1CCCCC1 was read as C diff HTS 7, KDM4C inh 2.8, Pf Dd2 growth -30 and Tcruzi prolif 40.
Screening COCCNC(=O)C[C@H]1C[C@@H]2c3cc(NC(=O)Nc4ccccc4F)ccc3O[C@@H]2[C@@H](CO)O1 returned C diff HTS -1, KDM4C inh -0.8, Pf Dd2 growth -26 and Tcruzi prolif -11.
Screening Cc1ccccc1-c1ccc([C@@H]2[C@H](CO)N3CCCCN(C(=O)Nc4cccc(F)c4)C[C@@H]23)cc1 returned C diff HTS -96*, KDM4C inh -5.6, Pf Dd2 growth -36 and Tcruzi prolif 52.
For C[C@@H]1CN([C@H](C)CO)S(=O)(=O)c2ccc(C#CCN(C)C)cc2O[C@H]1CN(C)C(=O)CC1CC1 the results were C diff HTS -5, KDM4C inh 0.7, Pf Dd2 growth -22 and Tcruzi prolif 92.
CCC(=O)N(C)C[C@@H]1Oc2ncc(C#CC3(O)CCCC3)cc2C(=O)N([C@@H](C)CO)C[C@@H]1C was read as C diff HTS 1, KDM4C inh -0.4, Pf Dd2 growth 7 and Tcruzi prolif -25.
Screening N#C[C@H]1[C@H](c2ccc(C#Cc3ccccc3F)cc2)[C@@H](CO)N1C(=O)C1CCCC1 returned C diff HTS 23, KDM4C inh 1.9 and Pf Dd2 growth -87*.
Screening C[C@H](CO)N1C[C@H](C)[C@@H](CN(C)Cc2ccc(C(=O)O)cc2)Oc2cc(C#CCC3CCCC3)ccc2S1(=O)=O returned C diff HTS -16, Pf Dd2 growth -37 and Tcruzi prolif -35.
`CCCC#Cc1cnc2c(c1)C(=O)N([C@H](C)CO)C[C@H](C)[C@@H](CN(C)C(=O)Nc1cc(F)ccc1F)O2` gave C diff HTS -18, KDM4C inh 0.6 and Pf Dd2 growth -63.
COc1ccccc1NC(=O)N(C)C[C@H]1Oc2ncc(C#CC(C)C)cc2C(=O)N([C@H](C)CO)C[C@@H]1C was read as C diff HTS -6, KDM4C inh 1.3, Pf Dd2 growth -62 and Tcruzi prolif 7.
